TRPC4 block = blocks the mouse TRPC4 cation channel. AID 2247. HEK293 TRPC4beta/mu-opioid, DAMGO-evoked Fluo4 calcium flux; stronger effect = lower value. B-score at 10 µM. 0.39% of 300,000 active;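 active = B-score over 3 SD under the library average, no early fluorescence shift, positive overall ratio signal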
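Assay system: HEK293 cells with stable TRPC4beta plus mu-opioid receptor expression. Dosing: single dose. Measured by: Fluo4 Ca2+ flux fluorescence. Also added: DAMGO in two steps, submaximal then maximal. Read-out: B score from integrated Fluo4 fluorescence ratio.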
KCNK9 block = human KCNK9 channel inhibition; AID 488922; HEK293 KCNK9, FluxOR thallium flux fluorescence; stronger effect = lower value; B-score at 10 µM; 1.2% of 310,000 active;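 active = ratio B-score over 3 SD below the library mean, with starting fluorescence within 5 SD of its mean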;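 also: negative B-score means less thallium flux so channel inhibition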
Target sequence (Q9NPC2 whole entry, looked up): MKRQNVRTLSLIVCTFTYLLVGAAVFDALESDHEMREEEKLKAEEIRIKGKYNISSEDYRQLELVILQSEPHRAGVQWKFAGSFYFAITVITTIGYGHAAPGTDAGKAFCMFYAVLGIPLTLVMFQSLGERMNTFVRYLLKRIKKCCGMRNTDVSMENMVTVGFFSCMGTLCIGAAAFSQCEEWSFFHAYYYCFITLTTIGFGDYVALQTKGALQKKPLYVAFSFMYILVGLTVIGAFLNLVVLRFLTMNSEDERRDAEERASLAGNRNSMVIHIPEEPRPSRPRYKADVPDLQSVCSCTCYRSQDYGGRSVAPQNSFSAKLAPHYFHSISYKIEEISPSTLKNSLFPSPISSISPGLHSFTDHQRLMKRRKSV
DYRK1A inh = blocks rat Dyrk1A kinase activity. Q63470. ADP-Glo luminescence, NFATc1 peptide. inhibition, % at 12.5 µM. 0.43% of 310,000 active. AID 504441; in the data active = inhibition above about 50%;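 also: plate controls were vehicle with enzyme for no effect and no enzyme for full effect; many of its hits are not listed in these tables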
PolyA inhibitor = inhibitors of polyadenylation in S. cerevisiae. S. cerevisiae SKY197-pL101 polyadenylation reporter, beta-gal luminescence; efflux-impaired pdr1/pdr3 knockout yeast; score 100 = 6 SD above DMSO. calls only at 12 µM. 0.02% of 300,000 active;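 active = lowest replicate activity score at least 50, where 100 means six control SD above control mean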;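 also: yeast exposed to compound for 9 h at 30 °C; higher score means more reporter readthrough which indicates perturbed polyadenylation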
KCNK3 block = human KCNK3 channel inhibition, primary screen; CHO-KCNK3 thallium flux, FluxOR fluorescence; stronger effect = lower value; 0.84% of 340,000 active; B-score at 10 µM; O14649;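 active = B-score under library mean minus 4 SD, starting fluorescence ratio at most library mean plus 5 SD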;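 also: more negative B-score means stronger inhibition of thallium flux through KCNK3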
hERG rescue = compounds protecting human hERG from proarrhythmic drug block; CHO-hERG, FluxOR thallium flux, dofetilide IC70 present; activation (rescue from dofetilide block), less the hit threshold, % at 10 µM; 0.51% of 310,000 active; AID 1511;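 active = activation above the mean of controls blocked by dofetilide plus 5 SD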;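 also: thallium influx through hERG after potassium depolarization seen as dye fluorescence rise; in these data hits start at about 4.7%; inactives centre near -7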
TRPC4 PAM = TRPC4 (mouse) allosteric potentiation; AID 2227; B-score at 10 µM; HEK293 TRPC4beta/mu-opioid, DAMGO EC20, Fluo-4 Ca2+ flux; stronger effect = higher value; Q9QUQ5; 0.42% of 310,000 active;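 active = B-score of calcium response area above 5 SD of library B-scores, with initial fluorescence ratio within 5 SD of library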;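 also: B-score of integrated fluorescence ratio over time as area under calcium response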
KCNQ1 pot = potentiators or activators of human KCNQ1 potassium channel. AID 2648. P51787. 0.35% of 310,000 active. B-score at 10 µM. CHO-K1 KCNQ1, thallium flux FluxOR fluorescence; stronger effect = higher value;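 active = fluorescence ratio B-score, a plate-corrected score, at least three library SD, with initial intensity B-score within 5 SD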
Target sequence (P51787 whole entry, looked up): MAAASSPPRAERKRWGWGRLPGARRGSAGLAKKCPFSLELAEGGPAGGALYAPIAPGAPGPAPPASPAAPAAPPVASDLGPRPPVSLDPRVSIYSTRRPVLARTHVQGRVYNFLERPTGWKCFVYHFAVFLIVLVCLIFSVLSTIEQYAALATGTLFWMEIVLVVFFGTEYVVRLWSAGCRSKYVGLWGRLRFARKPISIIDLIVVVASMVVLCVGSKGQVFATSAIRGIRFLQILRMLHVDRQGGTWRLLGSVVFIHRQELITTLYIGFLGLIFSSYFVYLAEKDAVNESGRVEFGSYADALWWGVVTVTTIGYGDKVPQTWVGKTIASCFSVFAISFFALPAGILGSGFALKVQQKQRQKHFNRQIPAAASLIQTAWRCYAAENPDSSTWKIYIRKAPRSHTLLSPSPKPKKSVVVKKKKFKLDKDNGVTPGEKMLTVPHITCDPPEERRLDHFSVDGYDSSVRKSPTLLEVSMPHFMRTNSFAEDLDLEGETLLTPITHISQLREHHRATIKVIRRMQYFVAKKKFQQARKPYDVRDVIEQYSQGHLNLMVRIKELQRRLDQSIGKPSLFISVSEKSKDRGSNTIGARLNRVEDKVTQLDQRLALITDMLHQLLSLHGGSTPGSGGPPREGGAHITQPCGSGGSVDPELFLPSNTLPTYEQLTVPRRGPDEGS
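System: Stable KCNQ1 CHO-K1 line | Incubation: 90 min dye loading and 20 min compound exposure, both at room temperature | Measure: Ratio B score | Medium: Assay buffer for compound exposure, DMSO matched across wells | Compound dosing: Single-concentration screen | Probe or stimulus: K+/Tl+ depolarizing stimulus | Measured by: Kinetic FluxOR fluorescence, 10 s baseline plus 110 s post-stimulus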
TRPC4 agonist = TRPC4 (mouse) channel activation; HEK293 TRPC4beta/mu-opioid, Fluo4 calcium fluorescence; stronger effect = higher value; B-score at 10 µM; 0.49% of 310,000 active; AID 2237;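 active = B-score above 5 SD of library B-scores, and initial fluorescence ratio not above library mean plus 5 SD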;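 also: positive B-score marks a calcium rise read as TRPC4 activation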
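Assay system – TRPC4beta and mu-opioid receptor HEK293 stable cells · Measured by – Fluo4 fluorescence, kinetic · Schedule – dye loading 45 min room temperature, 110 s kinetic read · Read-out – B-scored integrated calcium fluorescence ratio · Controls – buffer and maximal DAMGO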
KCNQ1 inh = inhibitors of human KCNQ1 potassium channel; AID 2642; B-score at 10 µM; P51787; 1.3% of 310,000 active; CHO-K1 KCNQ1, FluxOR thallium flux fluorescence; stronger effect = higher value;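 active = compounds whose thallium flux B-score, printed positive for inhibition, exceeds three library SD while starting fluorescence stays within three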;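 also: channel opened by potassium depolarization with thallium stimulus after 20 min compound exposure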
Platelet DG rel = platelet dense granule release activity | AID 1663 | human platelet-rich plasma, SFLLRN dense granule ATP release, luminescence | inhibition, %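 (compounds screened at 7.5 µM in platelet-rich plasma)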 | 0.22% of 300,000 active;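 active = mean replicate score, as percent of positive control, at or above 50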
Starred values were filed as active, the others as inactive; i = inactive; x = no result given. This is a subset; rates above refer to the full screens.

SMILES	TRPC4 block	KCNK9 block	DYRK1A inh	PolyA inhibitor	KCNK3 block	hERG rescue	TRPC4 PAM	KCNQ1 pot	TRPC4 agonist	KCNQ1 inh	Platelet DG rel
Cc1ccc(NC(=O)C2CCN(S(=O)(=O)c3cccs3)CC2)cc1	i	i	-4	i	i	-13	i	i	i	i	0
CCn1c(SCC(=O)c2ccccc2)nnc1-c1cccnc1	i	i	-5	i	i	-4	i	i	i	i	4
C/C(=N\NC(=O)c1cccc(Br)c1)c1cccnc1	i	i	11	i	i	-8	i	i	i	i	1
O=c1[nH]c2cc3c(cc2cc1CN(Cc1cccnc1)C(=S)NCc1ccco1)OCO3	i	i	x	i	i	-5	i	i	i	i	7
COc1ccc(N2CCN(C(=O)c3cc(=O)[nH]c4ccccc34)CC2)cc1	i	i	-3	i	i	-4	i	i	i	i	-2
Cc1cc2cc(CNC(=O)Cc3cccs3)ccc2n1C	i	i	-3	i	i	-12	i	i	i	i	-8
S=C(NCc1ccco1)Nc1cc(Cl)c(Cl)cc1Cl	i	i	0	i	i	-3	i	i	i	i	-4
COc1cc(/C=N/NC(=O)CCN2CCN(C(c3ccccc3)c3ccccc3)CC2)ccc1O	i	i	1	i	i	-16	i	i	i	i	-5
CCN1C(=O)[C@H]2[C@@H](c3ccc(-c4ccc(C(C)=O)cc4)cc3)N[C@@](Cc3ccccc3)(C(=O)OC)[C@H]2C1=O	i	i	-15	i	i	-5	i	i	i	i	0
O=C1CCc2cc(NS(=O)(=O)c3ccc(F)cc3)cc3c2N1CCC3	i	i	0	i	i	-17	i	i	i	i	4

One compound at a time, as listed above. Order of screens: TRPC4 block | KCNK9 block | DYRK1A inh | PolyA inhibitor | KCNK3 block | hERG rescue | TRPC4 PAM | KCNQ1 pot | TRPC4 agonist | KCNQ1 inh | Platelet DG rel
Entry for Cc1cc2cc(CNC(=O)Cc3cccs3)ccc2n1C → i | i | -3 | i | i | -12 | i | i | i | i | -8
Entry for O=C1CCc2cc(NS(=O)(=O)c3ccc(F)cc3)cc3c2N1CCC3 → i | i | 0 | i | i | -17 | i | i | i | i | 4
Entry for O=c1[nH]c2cc3c(cc2cc1CN(Cc1cccnc1)C(=S)NCc1ccco1)OCO3 → i | i | x | i | i | -5 | i | i | i | i | 7
Entry for S=C(NCc1ccco1)Nc1cc(Cl)c(Cl)cc1Cl → i | i | 0 | i | i | -3 | i | i | i | i | -4
Entry for CCn1c(SCC(=O)c2ccccc2)nnc1-c1cccnc1 → i | i | -5 | i | i | -4 | i | i | i | i | 4

Gathered by group, the compounds so far with an aryl methoxy group (2)
SMILES	TRPC4 block	KCNK9 block	DYRK1A inh	PolyA inhibitor	KCNK3 block	hERG rescue	TRPC4 PAM	KCNQ1 pot	TRPC4 agonist	KCNQ1 inh	Platelet DG rel
COc1ccc(N2CCN(C(=O)c3cc(=O)[nH]c4ccccc34)CC2)cc1	i	i	-3	i	i	-4	i	i	i	i	-2
COc1cc(/C=N/NC(=O)CCN2CCN(C(c3ccccc3)c3ccccc3)CC2)ccc1O	i	i	1	i	i	-16	i	i	i	i	-5

(listing goes on)
SMILES	TRPC4 block	KCNK9 block	DYRK1A inh	PolyA inhibitor	KCNK3 block	hERG rescue	TRPC4 PAM	KCNQ1 pot	TRPC4 agonist	KCNQ1 inh	Platelet DG rel
N#C/C(=C\N1CCN(Cc2ccc3c(c2)OCO3)CC1)c1nc2ccccc2s1	i	i	6	i	i	-18	i	i	i	i	4
COc1cc(C(=O)Nc2ccncc2)c([N+](=O)[O-])cc1OC	i	i	-5	i	i	0	i	i	i	i	7
CC(=O)N/N=C\c1ccccc1OC/C=C/c1ccccc1	i	i	1	i	i	-13	i	i	i	i	-2
CCOc1cc(Br)c(CC(=O)O)cc1OCC	i	i	-2	i	i	-15	i	i	i	i	5
CCSc1nnc(-c2ccncc2)o1	i	i	0	i	i	-12	i	i	i	i	4
CC1=NNC(=O)/C1=C\c1cn(-c2ccccc2)nc1-c1ccccc1	i	i	-3	x	i	-20	10*	i	i	i	4
O=C(NC(=S)NNC(=O)c1ccccc1O)c1cccs1	i	i	2	i	i	-15	i	i	i	i	12
O=C(NN1C(=O)C2C3CCC(O3)C2C1=O)c1ccc(Br)o1 (stereo unspecified)	i	i	0	i	i	-10	i	i	i	i	-1
COc1ccc(S(=O)(=O)CC2(O)CCN(C(=O)CC(C)C)CC2)cc1	i	i	x	i	i	-9	i	i	i	i	19
Cc1ccc(NC(=O)CCS(=O)(=O)c2ccc(Br)s2)cc1	i	i	-6	i	i	-4	i	i	i	i	-4
CC(C)N(Cc1nc(-c2ccccc2)no1)C(=O)CN(C)S(=O)(=O)c1ccccc1	i	i	3	i	i	-5	i	i	i	i	2
C/C(CC(C)(C)C1CCCCC1)=N\NC(N)=S	i	i	1	i	i	-11	i	i	i	i	12
Cn1c(O)c(C(C#N)=C2N=c3ccccc3=N2)c2ccccc21	i	i	8	i	i	-11	i	i	i	i	3
O=C(CCn1nc(-c2ccccc2)ccc1=O)N1CCCC1	i	i	12	i	i	-6	i	i	i	i	-5
COC(=O)c1ccc(NC(=O)CNS(=O)(=O)c2cccs2)cc1	i	i	0	i	i	-9	i	i	i	i	-4
Cc1ccc(C2=NOC(C)(c3nnc(Cc4ccccc4)o3)C2)cc1 (stereo unspecified)	x	i	-5	i	i	-1	i	i	i	i	-2
CCCN(Cc1ccccc1)C(=S)Nc1ccc(OCC)cc1	i	i	0	i	i	-15	i	i	i	i	7
O=C(c1ccccc1)N1CCCC(C(=O)N2CCN(c3ccccc3)CC2)C1 (stereo unspecified)	i	i	x	i	i	-8	i	i	i	i	-19
COc1ccc(C2C(C#N)=C(N)OC3=C2C(=O)CC(C)(C)C3)c([N+](=O)[O-])c1OC (stereo unspecified)	i	i	-2	i	i	-11	i	i	i	i	2
O=c1cc(CSc2nnnn2-c2ccccc2)nc2sccn12	i	i	-8	x	i	-3	i	i	i	i	6
COc1ccc(C(=O)Nc2ccc3oc(Cc4ccc(Cl)cc4)nc3c2)cc1OC	i	i	1	i	i	-10	i	i	i	i	-10
N#Cc1nc(COc2ccc(-c3ccccc3)cc2)oc1NCCCN1CCOCC1	i	i	2	x	i	-15	i	i	i	i	-2
CCCCn1nnc(NC(=O)C(c2ccccc2)c2ccccc2)n1	i	i	-1	i	i	-22	i	i	i	i	-1
OC(c1ccccc1)c1nc2ccccc2[nH]1 (stereo unspecified)	i	i	-1	i	i	-7	i	i	i	i	1
CCc1ccc(NC(=O)CCCn2nc(CC)n3c(cc4occc43)c2=O)cc1	i	i	6	i	i	-10	i	i	i	i	-4
O=C(COC(=O)Cc1ccc(F)cc1)Nc1cc(S(=O)(=O)N2CCOCC2)ccc1N1CCCC1	i	i	0	i	i	-8	i	i	i	i	8
c1ccc(-n2ncc3c(NCCCN4CCOCC4)ncnc32)cc1	i	i	11	i	i	-9	i	i	i	i	-11
O=C(Nc1ccc(N2CCOCC2)c(Cl)c1)c1ccco1	i	i	4	i	i	-16	i	i	i	i	-32
C[C@@H]1CC[C@]2(O[C@H](CCO)C[C@H](O)[C@H]2O)O1	i	i	1	i	i	-4	i	i	i	i	-1
O=C(CSCC(=O)Nc1cccc2ccccc12)Nc1cccc2ccccc12	i	i	-9	i	i	-4	i	i	i	i	-2
CC(=O)N1CC2(C)CN(C(C)=O)CC(C)(C1)C2	i	i	-3	i	i	-7	i	i	i	i	-2
Cc1onc(-c2ccccc2)c1C(=O)N1CCCN2C(=O)c3ccccc3C21 (stereo unspecified)	i	i	-2	i	i	-2	i	i	i	i	-4
Cc1nn(-c2ccccc2)c(C)c1NC(=O)Cc1cccs1	i	i	1	i	i	-3	i	i	i	i	1
CC(=O)Nc1ccc(S(=O)(=O)N2CCN(c3cc(C)ccc3C)CC2)cc1	i	i	1	i	i	-10	i	i	i	i	-6
Cc1nn(C(C)C(=O)NCc2ccco2)c(=O)c2nn(-c3ccccc3)c(C)c12 (stereo unspecified)	i	i	x	i	i	-8	i	i	i	i	-3
CC(=O)Nc1ccc(S(=O)(=O)n2cnc3cc(C)c(C)cc32)cc1	i	i	2	i	i	-8	i	i	i	i	-7
O=C(CN1CCCCCC1)Nc1ccc(S(=O)(=O)N2CCCCC2)cc1	i	i	1	i	i	-5	i	i	i	i	25
CC(C)NCC(O)COC1CCC(C(C)(C)C)CC1 (stereo unspecified)	i	i	-5	i	i	-8	i	i	i	i	4
O=C(NCc1ccc2c(c1)OCO2)c1c(O)c2cccc3c2n(c1=O)CCC3	i	i	-2	i	i	-6	i	i	i	i	-4
Cc1cccc(C(=O)NCCCN(C)CCCNC(=O)c2cccc(C)c2)c1	i	i	x	i	i	-4	i	i	i	i	-4
CCCCCCCCCCOC(=O)NC1CCS(=O)(=O)C1 (stereo unspecified)	i	i	3	i	i	-17	i	i	i	i	-3
CCOc1ccc(NC(=O)CC2C(=O)N(CC)C(=S)N2CCN2CCOCC2)cc1 (stereo unspecified)	i	i	x	i	i	-17	i	i	i	i	8
CCc1c(C)nc2cc(-c3ccc(OC)c(OC)c3)nn2c1N1CCCC1	i	i	5	i	-9.6*	-2	i	i	i	i	-2
CCc1ccc(NC(=O)CSc2nc(N)c(NC(=O)c3ccc(F)c(F)c3)c(=O)[nH]2)cc1	i	i	2	x	i	-4	i	i	i	i	-5
COc1ccc(S(=O)(=O)N(C)CC(=O)NCCN2CCOCC2)cc1C	i	i	-1	i	i	-4	i	i	i	i	1
O=C(CCn1c(=O)c2ccccc2n(Cc2cc(=O)n3ccccc3n2)c1=O)NCc1ccco1	i	i	-12	x	i	-14	i	i	i	i	14
O=C(O)COc1ccc2oc3ccccc3c2c1	i	i	28	i	i	-7	i	i	i	i	-8
CCOC(=O)CSc1nc(C)c2cccc(C)c2n1	i	i	20	i	i	-7	i	i	i	i	-1
CCOC(=O)C1=C(CN2CCSCC2)NC(=O)NC1c1ccc2c(c1)OCO2 (stereo unspecified)	i	i	5	i	i	-12	i	i	i	i	17
Cc1ccc(OCCN2CCN(C)CC2)c([N+](=O)[O-])c1	i	i	1	i	i	-4	i	i	i	i	-1
Cc1ccc(N(C(=O)c2ccc(CN3CCOCC3)o2)C(C(=O)NCCC(C)C)c2cccs2)c(C)c1 (stereo unspecified)	i	i	3	x	i	-7	i	i	i	i	-4
Cc1cc(/C=C2\SC(=O)NC2=O)c(C)n1-c1ccc(N2CCOCC2)cc1	i	i	0	i	i	-7	i	i	i	i	-8
COc1cc(/C=C2/C(=O)N(c3cccc(Br)c3)N=C2C)cc(OC)c1O	i	i	8	i	i	-8	i	i	i	8*	10

Compound activity (PubChem BioAssay)
